# UHRF1 MBD2 ctr: human UHRF1 methylated DNA binding inhibitors. 0.75% of 370,000 active. UHRF1 binding to methylated oligo, TR-FRET. AID 687016. inhibition, % at 4.4 µM; in the data active means inhibition above about 21%;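 further: UHRF1 SRA domain binding a hemimethylated CpG hairpin DNA probe; 0% = median of test compound wells and 100% = reference inhibitor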
# Tn7 DDE FP: disrupts Tn7 cyclic peptide binding to fibrin D-Dimer-E complex | P02675 | FP displacement of FITC-Tn7 peptide from fibrin DD(E); 0% = median of compound wells per plate | inhibition, % at 8.3 µM | 0.13% of 370,000 active | AID 720508;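 active means inhibition above the mean of compounds falling within the control limits plus 3 SD of them, cut at about 14% in these data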;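 further: 0% = plate median of compound wells and 100% = 10 µM Aha-Tn7 peptide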
# Target sequence (P02675 whole entry, looked up): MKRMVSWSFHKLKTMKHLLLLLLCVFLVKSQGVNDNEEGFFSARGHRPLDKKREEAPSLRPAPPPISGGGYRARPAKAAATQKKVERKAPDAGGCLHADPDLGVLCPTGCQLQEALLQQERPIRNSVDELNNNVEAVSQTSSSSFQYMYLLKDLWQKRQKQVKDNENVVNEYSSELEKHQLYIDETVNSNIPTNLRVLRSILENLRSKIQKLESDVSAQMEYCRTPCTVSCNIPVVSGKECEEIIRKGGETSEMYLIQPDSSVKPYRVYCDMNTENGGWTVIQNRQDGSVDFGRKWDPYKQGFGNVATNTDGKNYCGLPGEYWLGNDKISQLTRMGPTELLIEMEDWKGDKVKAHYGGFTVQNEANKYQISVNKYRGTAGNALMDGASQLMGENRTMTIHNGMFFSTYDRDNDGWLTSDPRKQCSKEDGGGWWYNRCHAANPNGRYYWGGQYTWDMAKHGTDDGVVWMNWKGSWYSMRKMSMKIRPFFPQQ
#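 system = human fibrin DD(E) protein | quantity = DD(E) 2 µM final | medium = Tris/NaCl/CaCl2 buffer, pH 7.8 | also added = labelled Tn7 tracer, 0.1 µM | compound dosing = single point at 8.3 µM | timing = compound with protein 10 min, then 3 h after probe, room temperature | signal = FP measurement | benchmarks = Aha-Tn7 high control | repeats = one replicate per compound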
# mABHD4 FP: inhibits mouse alpha/beta hydrolase domain 4. Q8VD66. purified mABHD4, FP-Rh probe fluorescence polarization. inhibition, % at 8.92 µM. 0.54% of 370,000 active. AID 720543;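 active means inhibition exceeding the mean over every tested compound plus 3 SD, cut at about 30% in these data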;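 further: 0% = plate median of compound wells and 100% = S159A mutant with DMSO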
#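 Doses – 8.92 µM, single dose · Material – wild-type mouse ABHD4 protein · Replication – single well per compound (singlicate) · Measure – percent inhibition of probe binding, normalized to plate controls · Schedule – 45 min compound pre-incubation plus 60 min probe step, 25 °C · Detection – fluorescence polarization with parallel and perpendicular emission, 525/598 nm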
# PG9 binder: small molecules binding HIV-1 gp120 antibody PG9; 0.43% of 360,000 active; TR-FRET gp120-PG9 antibody binding; inhibition, % at 6.7 µM; AID 624416; in the data active means inhibition above about 8.5%
# SIAE inh: human SIAE inhibition, primary screen | Q9HAT2 | SIAE FP-Rh probe binding, fluorescence polarization | inhibition, % at 9.66 µM | 0.69% of 370,000 active | AID 1053197;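 active means inhibition above a cutoff: mean of compounds within the control limits plus 3 SD of those, cut at about 17% in these data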;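 further: 0% = plate median of compound wells and 100% = probe without SIAE protein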
# Target sequence (Q9HAT2 whole entry, looked up): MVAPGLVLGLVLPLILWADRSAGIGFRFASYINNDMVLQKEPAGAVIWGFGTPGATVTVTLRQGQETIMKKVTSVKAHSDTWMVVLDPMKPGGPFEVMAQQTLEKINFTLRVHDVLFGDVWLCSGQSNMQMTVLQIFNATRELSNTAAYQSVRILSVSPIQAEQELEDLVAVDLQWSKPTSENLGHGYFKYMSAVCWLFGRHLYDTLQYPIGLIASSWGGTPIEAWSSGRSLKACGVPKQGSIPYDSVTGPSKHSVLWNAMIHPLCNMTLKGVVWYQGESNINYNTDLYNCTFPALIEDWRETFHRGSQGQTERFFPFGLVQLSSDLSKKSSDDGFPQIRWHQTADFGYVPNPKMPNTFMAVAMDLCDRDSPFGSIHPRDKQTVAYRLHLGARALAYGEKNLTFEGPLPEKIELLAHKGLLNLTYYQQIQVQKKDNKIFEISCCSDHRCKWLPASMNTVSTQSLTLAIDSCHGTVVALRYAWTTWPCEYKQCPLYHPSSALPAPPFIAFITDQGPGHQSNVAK
# TDP2 inh: blocks human TDP2 phosphodiesterase activity; 0.34% of 370,000 active; inhibition, % at 12.8 µM; O95551; recombinant TDP2, T5PNP hydrolysis, p-nitrophenol absorbance 415 nm;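 active means inhibition above the mean of all tested compounds plus 3 SD, set per campaign, cut at about 25% in these data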;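 further: 0% = DMSO with enzyme and 100% = buffer with substrate but no TDP2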
#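 Evaluation: % inhibition relative to enzyme-containing and enzyme-free wells. Material: recombinant human TDP2. Benchmarks: enzyme-free and DMSO wells. Timing: enzyme reaction with compound for 2 h at 37 °C. Compound dosing: 12.8 µM only. Measured by: p-Nitrophenol epi absorbance. Reagent: T5PNP substrate at 5 mM, a TopII-DNA adduct mimic. Replication: single well per compound.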
# HTRA1 inh: inhibitors of human serine peptidase HTRA1 | Q92743 | recombinant HTRA1, FP-rhodamine activity-based probe, fluorescence polarization | inhibition, % at 5.96 µM | 0.5% of 340,000 active | AID 504803; in the data active means inhibition above about 36%;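 further: 0% = enzyme with DMSO and 100% = wells lacking enzyme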
# LEDGF integ inh: blocks HIV-1 LEDGF/p75-dependent DNA integration | 0.64% of 370,000 active | inhibition, % at 3.7 µM | TR-FRET IN-LEDGF/p75 DNA integration, Eu/Cy5;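 active means inhibition above the screen-wide mean plus 3 SD, cut at about 13% in these data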;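 further: signal is the Cy5 over europium emission ratio at 671 and 618 nm; 0% = plate median of compound wells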
# PRMT1 FP inh: inhibitors of human PRMT1; Q99873; inhibition, % at 2.79 µM; 1.3% of 370,000 active; recombinant PRMT1, activity-based probe fluorescence polarization;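 active means inhibition above about 21% made by adding two undisclosed values, limit read from the data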
# TCR CD3 inh: blocks the human TCR-CD3 interaction; TAMRA-labeled TCR probe fluorescence, biochemical; 0.37% of 360,000 active; inhibition, % at 9.4 µM; AID 651800; in the data active means inhibition above about 19%;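 further: recombinant mutant TCR 2C K166C tagged with TAMRA read by polarization; 0% = receptor in buffer alone and 100% = receptor with positive control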
# * = called active by the depositor; . = not tested or not shown.
SMILES,UHRF1 MBD2 ctr,Tn7 DDE FP,mABHD4 FP,PG9 binder,SIAE inh,TDP2 inh,HTRA1 inh,LEDGF integ inh,PRMT1 FP inh,TCR CD3 inh
O=C(NCCN1CCCCC1)c1ccc2c(c1)OCCO2,2,-5,-3,0.8,-1,2,-4,-1,-2,2
CC1(C)CC(NC(=O)c2cccc([N+](=O)[O-])c2)CC(C)(C)N1,3,-1,5,-0.6,7,-6,-1,-1,-2,-9
Cc1ccc(CCNC(=O)CS(=O)Cc2nc(-c3cccs3)oc2C)cc1 (stereo not given),-2,2,0,0.0,-11,-6,-8,-3,6,3
O=C(COC(=O)Cc1ccc(Br)cc1)NCc1ccc2c(c1)OCO2,2,0,-4,-0.4,-8,-8,0,2,-1,-7
COc1ccc(OC)c(-n2c(=S)[nH]c3cc(C(=O)N4CCCCC4)ccc3c2=O)c1,-1,3,5,-1.6,-5,19,2,0,1,9
O=C(CCCN1C(=O)c2cccc3cccc(c23)C1=O)NCCN1CCOCC1,-6,6,3,-0.4,8,9,7,1,1,3
COCCNC(=O)c1cccc(NC(=O)C2=C(C)OCCS2)c1,1,-2,-4,-0.7,8,7,7,1,1,4
Oc1ccc(C[C@H]2CN([C@@H](Cc3ccc(O)cc3)CN3CCC[C@@H]3CN3C(=S)NC[C@@H]3Cc3ccccc3)C(=S)N2CC2CCCCCC2)cc1,-2,1,-26,-2.1,-29,1,.,-1,2,-3
Cc1cc(/C=N/NC(N)=S)c(C)n1-c1ccc(Br)cc1,-9,-1,0,-1.0,9,5,3,4,3,2
COCCN(C(=S)Nc1ccccc1OC)C(C)c1cccs1 (stereo not given),19,-3,4,-2.2,5,5,2,-1,-2,4

# Grouped by structure, the compounds so far containing a thiophene ring, fused or not
SMILES,UHRF1 MBD2 ctr,Tn7 DDE FP,mABHD4 FP,PG9 binder,SIAE inh,TDP2 inh,HTRA1 inh,LEDGF integ inh,PRMT1 FP inh,TCR CD3 inh
Cc1ccc(CCNC(=O)CS(=O)Cc2nc(-c3cccs3)oc2C)cc1 (stereo not given),-2,2,0,0.0,-11,-6,-8,-3,6,3
COCCN(C(=S)Nc1ccccc1OC)C(C)c1cccs1 (stereo not given),19,-3,4,-2.2,5,5,2,-1,-2,4

# The list goes on.
SMILES,UHRF1 MBD2 ctr,Tn7 DDE FP,mABHD4 FP,PG9 binder,SIAE inh,TDP2 inh,HTRA1 inh,LEDGF integ inh,PRMT1 FP inh,TCR CD3 inh
COc1cc(OC)c(NC(=O)CC(C)=O)cc1Cl,-1,5,-2,0.3,6,6,0,-1,2,-4
C/C(=N\O)C(=O)NCCCn1ccnc1,-2,0,1,-2.0,0,-4,-2,5,-1,6
O=C1C2CCCN2C(c2ccco2)N1c1ccc(F)cc1 (stereo not given),-1,5,-2,1.3,1,9,-1,-1,-1,4
COCC(=O)N[C@@H]1C[C@@H]2O[C@@H](CO)CC[C@@H]2O[C@@H]1CCc1ccc(-c2ccccc2)cc1,6,-3,0,.,2,-5,.,7,0,.
CCOc1ccccc1-n1c(SCC(=O)Nc2ccccc2C(=O)O)nc2ccccc2c1=O,17,-7,-1,1.9,-1,-13,-3,2,-2,0
O=C(NCc1ccc2c(c1)OCO2)c1ccc(CN2CCOCC2)cc1,0,-9,2,0.0,-1,-9,-4,1,-3,-5
Cc1ccc(-n2nc3c(c2NC(=O)C(C)C)CS(=O)(=O)C3)c(C)c1,-2,-1,0,0.3,3,10,6,5,-9,6
O=C(c1ccccc1Sc1ccccc1[N+](=O)[O-])N1CCCCC1,13,4,10,0.1,9,1,0,-1,0,-1
C[C@@H]1CN([C@@H](C)CO)C(=O)c2cc(NS(C)(=O)=O)ccc2O[C@@H](C)CCCCO[C@H]1CN(C)C(=O)Nc1ccc2c(c1)OCO2,2,-2,1,-0.2,2,4,0,0,-4,6
COc1cccc(-c2nc(C(=O)NCC3CCCO3)cc3c2[nH]c2ccccc23)c1 (stereo not given),0,4,-35,-1.0,-41,6,-91,1,-3,15
CCOC(=O)c1sc(NC(=O)Cn2nnc3sc4c(c3c2=O)CCCC4)nc1C,-1,9,-6,-1.2,-34,-3,-29,-1,4,5
CCOC(=O)N/N=C(\C)c1ccc(C)o1,0,1,0,-3.3,-5,2,4,-1,-2,2
Cc1ccc(S(=O)(=O)N2CCC[C@H]2C(=O)Nc2ccc(F)cc2C)cc1,2,1,1,0.1,9,-5,5,-6,-1,1
CCN(CC(=O)NC(C)(C)C)C(=O)c1ccc(Br)cc1,5,2,-2,0.4,3,-2,4,6,-6,1
COc1cccc(N2CCN(CC(=O)NC(=O)NC3CCCCC3)CC2)c1,3,0,-1,-0.7,11,-9,0,-1,6,1
COc1cc([N+](=O)[O-])ccc1N=Nc1c(N)[nH]n(-c2ccccc2)c1=O,-5,-6,17,0.2,8,13,.,-1,3,2
O=C(COC(=O)COc1cccc(Br)c1)Nc1ccc(F)cc1F,9,1,-3,-1.0,-3,11,-6,-7,1,-1
O=C(CN(C(=O)Cn1nnc(-c2cccs2)n1)c1ccc2c(c1)OCCO2)NC1CCCCC1,-1,1,1,-0.3,0,6,-5,0,-1,8
O=S(=O)(c1ccc(S(=O)(=O)N2CCOCC2)cc1)N1CCCC1,3,10,-2,1.1,-8,0,-2,-4,4,1
COC(=O)c1sccc1NC(=S)Nc1ccc(OC)cc1,2,10,2,1.0,0,2,4,-4,3,-7

# The closing 2 records of the section before come first, to join the parts:
SMILES,UHRF1 MBD2 ctr,Tn7 DDE FP,mABHD4 FP,PG9 binder,SIAE inh,TDP2 inh,HTRA1 inh,LEDGF integ inh,PRMT1 FP inh,TCR CD3 inh
O=S(=O)(c1ccc(S(=O)(=O)N2CCOCC2)cc1)N1CCCC1,3,10,-2,1.1,-8,0,-2,-4,4,1
COC(=O)c1sccc1NC(=S)Nc1ccc(OC)cc1,2,10,2,1.0,0,2,4,-4,3,-7
COc1ccc(/C=C(\NC(=O)c2ccc(OC)cc2)C(=O)Nc2ccc(C(=O)O)cc2)cc1,-1,0,-5,-1.0,0,-9,1,2,6,-5
CN1CCN(C(=O)c2ccccc2-c2ccccc2C(=O)O)CC1,8,-5,11,0.7,-3,-4,3,-4,0,-2
S=C(NCc1ccco1)Nc1cc(Cl)c(Cl)cc1Cl,0,4,-27,-1.2,-9,-2,-25,-1,-1,0
Cc1cccnc1C(NC(=O)C1CCN(CCCc2ccccc2)CC1)c1ccc(F)cc1 (stereo not given),-1,-2,3,-0.8,-1,20,.,1,-1,2
C=CCSc1nnc(COc2ccc(=O)n(-c3ccccc3)n2)n1CC,-2,-1,0,0.1,1,25*,0,-1,-5,4
COc1ccc(CC(=O)N[C@@H]2c3cc(OC)c(OC)cc3C[C@H]2O)cc1,0,-2,5,-1.7,0,-1,5,1,4,1
Cc1ccc2nc(N(CCCN(C)C)C(=O)c3ccc4ncsc4c3)sc2c1,2,8,5,-0.6,5,-1,4,-1,28*,7
Cn1c(SCC(=O)NCC2CCCO2)nc2c([nH]c3ccccc32)c1=O (stereo not given),-2,-10,12,-1.8,-2,4,-1,-1,1,-7
CN(C(=S)Nc1ccc(SC(F)F)cc1)c1ccc(O)cc1,-2,-3,45*,-0.8,17,11,31,10,30*,4
CC(=O)C(=Nc1ccccc1Cl)NNc1ccc(Cl)cc1,2,1,43*,-0.7,18*,-3,47*,3,71*,-1
CC(NC(=O)C(=O)N1CCCCC1)C(c1cccs1)N1CCN(C)CC1 (stereo not given),-1,2,1,0.2,7,1,7,2,0,-2
Cn1c(=O)n(-c2cccc(Cl)c2)c(=O)c2c3c(sc21)COC(C)(C)C3,8,-9,0,-1.5,-4,-5,-2,-1,-2,4
COC(=O)c1ccc(Nc2nc(C)cc(C)n2)cc1,8,-4,-8,1.6,-5,-17,-1,6,0,-4
CCOC(=O)C1=C(C)NC2=C(C(=O)CC(C)(C)C2)C1c1cccc(C)n1 (stereo not given),-1,2,-4,1.4,0,-11,-1,-1,2,4
COCc1cc(=O)[nH]c(-c2ccccc2OC(F)(F)F)n1,2,1,-1,0.7,-4,0,4,-3,2,-10
Cc1ccc2c(c1)NC(=O)[C@@]1(C)[C@@H](c3ccccc3)[C@H]3COc4ccccc4[C@@H]3N1C2=O,1,-3,-16,-0.1,-13,-1,-44,2,3,-2
Cc1cc(/C=C(\C#N)C(=O)Nc2ccccc2)c(C)n1-c1ccc(C(=O)O)cc1,5,-3,0,1.5,-4,-6,-19,5,-2,1
CC1(C)CC(CCN(Cc2ccccc2)C(=O)c2ccco2)(c2ccccc2)CCO1 (stereo not given),2,5,1,0.3,-2,-2,-17,0,-1,-4
O=c1oc2ccccc2c(NCc2ccccc2F)c1[N+](=O)[O-],3,9,-2,-1.3,3,0,-1,-4,4,-6
CNCc1ccccc1OCc1ccccc1F,1,-1,-2,-0.7,3,-2,-1,2,-1,-2
N#Cc1ccccc1OCC(=O)Nc1cccc(S(=O)(=O)N2CCCCCC2)c1,0,-5,-21,-1.5,-28,-4,-21,4,-3,5
COc1ccc(S(=O)(=O)Nc2ccc3c(c2)C(=O)N([C@H](C)CO)C[C@H](C)[C@H](CN(C)Cc2ccc(C(=O)O)cc2)O3)cc1,10,-10,-10,2.6,3,-9,-1,2,0,4
Cc1cc(OC(=O)c2ccccc2Cl)cc(=O)n1C,-1,-8,-1,-1.3,1,-3,-4,-3,0,0
CCOc1ccc(N2C(=O)CN(C)C2=S)cc1,-4,1,-6,0.0,-1,2,6,2,-1,9
Oc1c(CN2CCCC2)cc(COCc2ccccc2)c2cccnc12,0,0,-4,-2.8,-1,-15,49*,-1,-2,0
CN(C)CCNC(=O)c1cccc(-c2cnc3c(NC=O)cc(-c4cccc(C(F)(F)F)c4)cn23)c1,2,0,7,1.4,-2,7,.,-2,-3,-5
COc1ccc2cc(C(=O)C3CCCN(Cc4cnc(N5CCOCC5)s4)C3)ccc2c1 (stereo not given),0,1,5,0.0,0,-7,-10,-8,5,-2
Cc1ccccc1NC(=S)NNC(=O)c1ccco1,-1,0,3,-1.7,7,-5,1,-1,5,-10
COc1ccc(Cn2c(CCC(=O)NCCC(C)C)nc3ncccc3c2=O)cc1,-4,5,-1,-0.3,-2,-10,-4,-2,1,0
CCc1ccccc1NC(=O)CCCSc1nc2ccccc2s1,-1,-5,-16,-0.9,-4,4,-12,1,-1,13
Nc1ccc(S(=O)(=O)c2cc(O)c3ccccc3c2O)cc1,-4,2,48*,-4.0,1,28*,19,9,24*,6
Cc1ccc(CNC(=O)c2cc(S(=O)(=O)N3CCOCC3)cn2C)cc1,2,5,2,-2.1,-6,3,4,-1,-2,9
Cc1nnc(NC(=O)c2c(F)cccc2F)s1,4,3,6,0.5,-3,-2,2,-2,3,-7
O=C(NCc1cccnc1)c1cc(C2CCCCN2S(=O)(=O)c2ccc(F)cc2F)on1 (stereo not given),2,-8,6,0.5,-2,0,.,-2,2,-6
COC(=O)C1=C(C)N(Cc2ccccc2)C(=O)N[C@H]1CCc1ccccc1,-1,4,-5,-1.0,4,15,-4,0,-1,2

# Screening data as filed in PubChem.

# Compounds as they come. About 4.2% of those tested had a hit in this group.
